From PubChem BioAssay
MEX-5 binding = C. elegans MEX-5 TCR-2 RNA binding activity. Q9XUB2. MEX-5/FITC-TCR2 RNA binding, fluorescence polarization; hits give low values. 300,000 compounds, 0.38% hits. activity score (negative = inhibition of binding), % at 10 µM;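 active means inhibition past about -25% in most replicates, and total fluorescence under double the plate's negative control median, limit read from the data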;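 further: 0% = DMSO and -100% = 5 µM competing unlabeled TCR2 RNA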
Target sequence (Q9XUB2 whole entry, looked up): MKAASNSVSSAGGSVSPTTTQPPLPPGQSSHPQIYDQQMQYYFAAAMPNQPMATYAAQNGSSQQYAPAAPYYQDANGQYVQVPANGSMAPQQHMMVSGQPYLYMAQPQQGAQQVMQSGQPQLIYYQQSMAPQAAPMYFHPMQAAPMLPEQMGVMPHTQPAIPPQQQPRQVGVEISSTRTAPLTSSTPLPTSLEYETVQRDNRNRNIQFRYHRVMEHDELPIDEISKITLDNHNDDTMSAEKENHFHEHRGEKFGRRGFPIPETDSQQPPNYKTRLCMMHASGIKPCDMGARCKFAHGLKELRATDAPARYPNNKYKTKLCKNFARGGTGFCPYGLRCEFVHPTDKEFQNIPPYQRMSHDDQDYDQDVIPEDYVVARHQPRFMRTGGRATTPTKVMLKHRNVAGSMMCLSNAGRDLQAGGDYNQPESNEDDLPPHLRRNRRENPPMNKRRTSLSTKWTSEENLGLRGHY
PAFAH1B2 FP inh = blocks human PAF acetylhydrolase 1b catalytic subunit 2. P68402. recombinant PAFAH1B2, FP-rhodamine activity probe, fluorescence polarization. inhibition, % at 3.39 µM. 340,000 compounds, 1.2% hits. AID 492953;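 active means inhibition above the mean of all tested compounds plus 3 SD, cut at about 24% in these data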;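 further: 0% = enzyme with DMSO and 100% = wells lacking PAFAH1B2; many of its hits are not listed in these tables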
Target sequence (P68402 whole entry, looked up): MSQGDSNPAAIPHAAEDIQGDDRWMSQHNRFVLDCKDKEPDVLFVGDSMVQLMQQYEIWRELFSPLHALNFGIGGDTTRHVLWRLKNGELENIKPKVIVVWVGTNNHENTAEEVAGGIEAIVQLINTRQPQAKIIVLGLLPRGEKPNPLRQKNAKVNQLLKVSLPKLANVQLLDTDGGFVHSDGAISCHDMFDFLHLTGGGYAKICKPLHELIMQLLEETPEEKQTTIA
* = called active by the depositor. A portion of the library (hit frequency here may not be typical).

MEX-5 binding	PAFAH1B2 FP inh	Structure
4.8	1.1	O=C(c1ccc(Cl)c(Cl)c1)N1CCN(c2ccccn2)CC1
4.3	5.0	CC(C)Cc1ccc(C(=O)Nc2ccc(Cc3ccncc3)cc2)o1
2.6	5.4	FC(F)(F)c1ccccc1CNCc1ccc2c(c1)OCO2
-1.9	3.5	Cc1c(Cl)cnc(NC(=O)COC(=O)CCC(=O)c2cccs2)c1Cl
0.6	1.8	CC1CCCN(Cc2c(O)ccc3c(=O)c(-c4ccc(Cl)cc4)coc23)C1 (centres undefined)
-0.4	-1.8	O=C(NC(=S)Nc1ccc(N2CCOCC2)cc1)c1cccc(Cl)c1Cl
0.3	-3.2	CCn1c(=O)c(C(=O)NCCCc2ccccc2)c(O)c2ccccc21
0.7	2.0	O=C(Cc1ccc(Cl)c(Cl)c1)Nc1ccccc1N1CCCC1
3.1	0.8	O=C(NC1CCCN(Cc2ccc(Cl)cc2)C1)c1ccccc1-c1ncc[nH]1 (centres undefined)
0.0	2.3	O=C(Nc1ccnn1C1CCN(Cc2ccc(F)cc2)CC1)C1CC1
0.3	5.0	COc1cc(CNc2ccc3[nH]c(=O)[nH]c3c2)cc(Br)c1OCc1ccc(F)cc1
-1.1	3.6	CC(C)Oc1ccccc1NC(=O)CSc1nc2ccccc2c(=O)n1C
-4.3	2.2	Cc1nnc(SCCN2CCOCC2)c2nn(-c3ccccc3F)c(C)c12
4.8	4.5	CCc1ccc(N=C2NC(=O)/C(=C/c3ccc(OCC(=O)O)c(OC)c3)S2)cc1
-0.8	3.3	O=c1[nH]c2cc3c(cc2cc1CN(Cc1ccccc1)Cc1nnnn1Cc1ccco1)OCCO3
-1.4	2.7	CCOc1ccc(CN2CCSCC2)cc1
-3.3	1.0	COc1cccc(OCc2nn3c(=O)c(-c4ccccc4)nnc3s2)c1
2.8	2.2	O=[N+]([O-])c1ccc2c(c1)c(-c1ccccc1)nc1nncn12
-1.5	9.2	O=C(Nc1ccc2c(c1)CCC2)c1ncoc1-c1ccccc1F
0.3	1.8	C/C(=N\NC(=O)c1c(Cl)cnn1C)c1ccc(NC(=O)c2ccc(Br)o2)cc1
-2.9	1.3	O=C(NNC(=S)Nc1ccccc1Cl)c1ccccc1Br
0.9	7.0	CCOC(=O)c1cccc(NC(=O)c2cc3ccccc3o2)c1
0.1	3.2	O=c1[nH]cnc2c1C(c1ccc(Cl)cc1)c1c(nc[nH]c1=O)O2
-0.9	-0.8	COc1cc(OC)cc(N2C(=O)CC(N3CCC(C(=O)N4CCCCC4)CC3)C2=O)c1 (centres undefined)
-2.6	1.2	CCN1CCN(C/C(C)=C/c2ccccc2)CC1

An excerpt from above in order of number of heavy atoms, low to high.
MEX-5 binding	PAFAH1B2 FP inh	Structure
-2.6	1.2	CCN1CCN(C/C(C)=C/c2ccccc2)CC1
0.9	7.0	CCOC(=O)c1cccc(NC(=O)c2cc3ccccc3o2)c1
-4.3	2.2	Cc1nnc(SCCN2CCOCC2)c2nn(-c3ccccc3F)c(C)c12
0.3	1.8	C/C(=N\NC(=O)c1c(Cl)cnn1C)c1ccc(NC(=O)c2ccc(Br)o2)cc1

The results go on:
MEX-5 binding	PAFAH1B2 FP inh	Structure
-0.8	1.0	COc1ccc(/C=C2/SC(=S)N(Cc3ccccc3)C2=O)cc1O
-1.6	-5.2	COc1cccc(S(=O)(=O)NCc2ccc(C(=O)NCc3ccccn3)cc2)c1
3.7	-1.1	Cc1ccc(Nc2nc(N)nc(CN3CCN(Cc4ccc5c(c4)OCO5)CC3)n2)cc1C
2.3	-1.1	CCOc1ccc(NC(=O)NN2C(C)CCCC2C)cc1 (centres undefined)
0.6	2.5	CCOc1ccccc1CN1CCC(Oc2ccc(C(=O)NCc3ccccn3)cc2)CC1
-1.4	1.3	CCOc1ccc(OCC(O)CN2CCN(S(=O)(=O)c3cccc(C(F)(F)F)c3)CC2)cc1 (centres undefined)
1.3	2.2	C/C(=N\NC(=O)Cc1ccc(Cl)c(Cl)c1)c1cccnc1
0.6	-3.0	COc1cccc(OCc2cc(C3Nc4ccccc4C(=O)N3Cc3ccco3)ccc2OC)c1 (centres undefined)
-1.5	10.2	COc1ccccc1NC(=O)c1cc(-c2ccc(OC)c(OC)c2)nc2ccccc12
0.9	8.6	COc1ccccc1/C=N/NC(=O)c1cc2c(OC)c(OC)ccc2[nH]1
0.9	6.8	CCOc1ccc(N(CC(=O)N2CCN(c3ccccc3OC)CC2)S(=O)(=O)c2ccc(C)cc2)cc1
0.8	1.7	CCN(CC1CCCO1)C(=O)c1cc(COc2cc(C)c(Cl)c(C)c2)on1 (centres undefined)
-1.0	4.1	O=C(NC(=S)Nc1ccc(CN2CCOCC2)cc1)c1cccc(F)c1
1.0	4.3	COc1ccc(OCc2nc(C#N)c(N3CCN(c4ccc(OC)cc4)CC3)o2)cc1
4.1	10.1	CN(C)CCn1c(NCc2ccc3c(c2)OCO3)nc2ccccc21
-1.2	6.1	COc1ccc(CC(=O)N2CCc3ccccc3C2)cc1
1.0	-2.5	COC(=O)c1sc(N2C(=O)C(O)=C(C(=O)c3ccc(C)o3)C2c2ccc(OC)c(OC)c2)nc1C (centres undefined)
4.8	0.8	COc1cc(Cl)ccc1OCc1cc(C(=O)NCC(C)(C)N2CCOCC2)no1
-0.4	1.6	Nc1nc(CCOc2ccc(F)cc2)cs1
-3.3	6.7	CCC1CCC(N2CCN(c3cccc(OC)c3)CC2)CC1 (centres undefined)
2.5	-0.9	Cc1ccc(O)c(CNc2cccc(C)n2)c1
-1.8	5.3	COc1cc2c(cc1OC)C(c1ccc([N+](=O)[O-])cc1)N(C(C)=O)CC2 (centres undefined)
-0.2	9.2	CCN1C(=O)/C(=C2\SC(N3CCOCC3)=NC2=O)c2ccccc21
-1.3	0.7	Cc1ccc(-n2cccn2)c(CN2CCC(CO)(CCc3ccccc3)CC2)c1
-0.8	1.9	COc1ccc(OC)c2c(C)cc(N3CCCCCC3)nc12

Looked up by structure from the entries so far (5):
MEX-5 binding	PAFAH1B2 FP inh	Structure
2.3	-1.1	CCOc1ccc(NC(=O)NN2C(C)CCCC2C)cc1 (centres undefined)
4.1	10.1	CN(C)CCn1c(NCc2ccc3c(c2)OCO3)nc2ccccc21
0.8	1.7	CCN(CC1CCCO1)C(=O)c1cc(COc2cc(C)c(Cl)c(C)c2)on1 (centres undefined)
-0.8	1.0	COc1ccc(/C=C2/SC(=S)N(Cc3ccccc3)C2=O)cc1O
0.6	-3.0	COc1cccc(OCc2cc(C3Nc4ccccc4C(=O)N3Cc3ccco3)ccc2OC)c1 (centres undefined)

(continued)
MEX-5 binding	PAFAH1B2 FP inh	Structure
-1.9	3.4	Cc1ccccc1CNC(=O)C(=O)NCC1CCCN1S(=O)(=O)c1cccs1 (centres undefined)
0.3	-2.7	CCOC(=O)c1n[nH]n2c1nc(=O)c1ccccc12
-1.4	7.6	CCCCC(c1nnnn1CS(=O)(=O)c1ccc(C)cc1)N1CCC(C(N)=O)CC1 (centres undefined)
0.1	22.7	COc1ccc2[nH]c(C(=O)N/N=C/c3ccc(O)cc3O)cc2c1
-0.4	0.3	O=C(Nc1cccnc1)c1cc2cc(Br)ccc2oc1=O
1.1	-0.4	CCCn1c(C(O)c2cccc(OC)c2)nc2ccccc21 (centres undefined)
2.9	5.3	O=C(Nc1ccc(Cl)cc1)Nn1cnnc1
-0.5	-1.8	CCn1cc(CNC(=O)C2CCC(=O)N(CCc3cccc(F)c3)C2)cn1 (centres undefined)
-0.2	-2.2	N#Cc1ccc(-c2ccc(OCC(=O)Nc3cccnc3)cc2)cc1
0.3	2.5	Clc1cccc(Cl)c1CN1CCN(c2ncccn2)CC1
-0.9	1.5	O=C(CSc1nccn(-c2ccc(F)c(F)c2)c1=O)NC1CCCC1
-0.6	0.5	Cc1ccccc1NC(=O)/C(C#N)=C/c1ccc[nH]1
-0.7	2.2	Cc1cc(C)c(S(=O)(=O)N/N=C/c2ccc([N+](=O)[O-])o2)c(C)c1
-1.2	7.8	S=c1sc2c(Cl)ncnc2n1-c1ccccc1
-1.0	7.5	Cn1c(=O)c2c(nc(Oc3ccccc3Cl)n2C)n(C)c1=O
-1.2	-0.4	Cc1cc(=O)n2c3ccccc3n(C)c2n1
1.5	3.9	C=CCNc1nc(Cl)nc(NCc2ccco2)n1
-0.8	2.5	COc1ccc(C(=O)CSc2nccn2C)c(OC)c1
1.2	8.9	CC(=O)C1=C(c2ccccc2)NC(=O)NC1c1ccc(O)c(Cl)c1 (centres undefined)
-0.8	-5.4	C=CCOc1c(Br)cc(/C=C2\SC(=Nc3ccccc3)NC2=O)cc1OC
3.1	2.3	COc1cc2cc(C(=O)N(C)Cc3ccccc3)[nH]c2cc1OC
1.0	-1.8	COc1ccc(N2CCN(C(=O)c3cccc(NS(=O)(=O)c4cccc(F)c4)c3)CC2)cc1
-0.6	1.4	COc1ccc(N(CC(=O)NC2CCCC2)C(=O)Cn2nnc(-c3ccc(C)o3)n2)cc1
0.8	8.5	Cc1ccc2cc(CN(Cc3nnnn3C3CCCC3)C3CCCCC3)c(=O)[nH]c2c1C
-1.1	1.6	COc1ccc(N=C2NC(=O)C(CO)(CO)S2)cc1

(further entries)
MEX-5 binding	PAFAH1B2 FP inh	Structure
0.5	0.6	CCN(CC)CCOC(=O)c1ccc(NC(=O)CCCN2C(=O)/C(=C/c3cccs3)SC2=S)cc1
-1.5	0.7	COc1cc(NC(=O)c2cnn3c(C)cc(C)nc23)c(OC)cc1Cl
2.0	4.1	Cc1ccc(NC(=O)N(C)c2ccccc2)cc1
-2.1	0.3	CSc1ccc(S(=O)(=O)N2CCC(C(=O)NCCc3ccccc3)CC2)cc1
1.0	0.8	Cc1ccccc1OCCCCN1CCCCC1
0.5	2.7	CCn1c2ccccc2c2cc(NC(=O)COC(=O)Cc3cn4ccsc4n3)ccc21
0.3	-1.2	O=C(c1ccco1)N1CCN(C(=S)Nc2ccc(Br)cc2Cl)CC1
-3.3	-1.9	CCOC(=O)/C(C#N)=C/c1c(N2CCN(c3cccc(Cl)c3)CC2)nc2c(C)cccn2c1=O
-0.8	0.6	C=CCOCCN(CC)CC
-1.3	-2.5	Cc1ccc([N+](=O)[O-])cc1NC(=O)CN(C1CCCCC1)S(=O)(=O)c1ccc(Cl)cc1
0.8	6.2	COc1cc2cc(NC(C)=O)cc(NCc3ccccc3)c2cc1OC
-1.1	1.0	Cc1cnc(CNC(=O)C2CCC(=O)N(CCc3ccc(Cl)cc3)C2)cn1 (centres undefined)
0.7	1.8	COC(C[C@H](O)[C@H](C)[C@@H](O)COCc1ccccc1)OC
-2.4	5.9	COc1ccc2cc(C(=O)N3CCN(c4ccccc4F)CC3)[nH]c2c1
0.5	1.5	Cc1cc(NC(=O)Cn2cnc3sc(C)c(-c4ccccc4)c3c2=O)no1
0.7	3.5	CC(=O)c1cnc2nc(SCc3ccccc3C)nn2c1C
0.2	15.9	O=C(Cc1ccc(Cl)cc1)Nc1ncc([N+](=O)[O-])s1
1.5	0.2	Cc1cccc(NC(=O)NN2CCN(C)CC2)c1C
-0.7	-0.1	CC(=O)NC(Cc1cccc(C)c1)C(=O)NC1CCN(C(=O)NCc2ccccc2)CC1 (centres undefined)
1.9	-3.0	COc1ccc(CN2CCC(n3nccc3NC(=O)CCc3ccccc3)CC2)c(C)c1C
0.4	-5.5	O=C(C1CCC(CNc2c(N3CCCCC3)c(=O)c2=O)CC1)N1CCc2ccccc2C1 (centres undefined)
0.4	0.3	COc1ccccc1CNC1CCCc2ccccc21 (centres undefined)
0.7	-1.8	CCN(CC)c1nc(-c2ccc(C(=O)NN)cc2)nc(-c2ccc(C(=O)NN)cc2)n1
-1.3	3.0	CN1CCN(C(=O)c2ccc(CNS(=O)(=O)c3cccc(Cl)c3)cc2)CC1
3.4	-1.9	COCCn1c(=O)c2c(nc3n2CCCN3CCc2ccc(OC)c(OC)c2)n(C)c1=O

Further compounds:
MEX-5 binding	PAFAH1B2 FP inh	Structure
4.2	1.4	Cc1ccc(S(=O)(=O)Nc2cc(=O)[nH]c(SCC(=O)Nc3cccc(C(F)(F)F)c3)n2)cc1
-0.2	4.4	O=[N+]([O-])c1ccc(CN2CCN(c3ccc(F)cc3)CC2)o1
1.9	3.0	COc1c(Cl)cc(Cl)cc1C(=O)Nc1ccc(CN2CCOCC2)cc1
-1.0	-0.3	COC(=O)Cc1c(C)c2ccc(OC3CCCCC3=O)cc2oc1=O (centres undefined)
-1.2	4.1	CC(=O)Nc1ccc2c(c1)nc(CCN1CCN(c3ccccn3)CC1)n2C
3.0	4.5	COC(=O)C1=CN(Cc2ccc(OC)c(OC)c2)C=C(C(=O)OC)C1c1ccc(O)cc1
1.0	3.0	COc1cccc(CNc2nc3ccccc3n2C(C)C)c1O
-0.8	1.4	CCCCC(c1nnnn1CCOC)N1CCN(C(=O)c2ccco2)CC1 (centres undefined)
-0.3	2.7	CCCCn1c2ccc(C)cc2c2nnc(SCCN3CCCCC3)nc21
-0.3	-0.9	Cc1cccc(NC(=O)N2CCc3ccccc3C2)c1C
2.2	2.9	Cc1cc2oc(=O)cc(CN3CCOCC3)c2c(C)c1Cl
0.4	-2.9	CC(=O)Nc1ccc(NC(=O)CCCCCn2nnc3ccccc3c2=O)cc1
-2.2	1.2	O=C(c1ccccc1F)N(Cc1ccccc1)Cc1ccccc1
-2.8	3.0	COc1ccccc1CSc1nc2c(c(=O)n(C)c(=O)n2C)n1C
-0.3	5.3	CCCOC(=O)C1=C(C)NC(=O)NC1c1cccc2ccccc12 (centres undefined)
0.5	1.2	CCc1ccc(NC(=O)N2CCc3ccccc3C2)cc1
-0.5	-1.0	CCOc1ccc(S(=O)(=O)N2CCCCC2)c(C)c1C
-1.4	1.1	Cc1ccc(Cn2ccc(NC(=O)c3cc(-c4ccc5c(c4)OCO5)on3)n2)cc1
-4.1	-3.5	Cc1onc(-c2ccccc2Cl)c1C(=O)N1CCCCCC1
-0.5	1.3	COc1ccc(OC)c(NC(=O)Nc2cnccn2)c1
